Bfl-1 displacement = displacement of Bid BH3 peptide from Bfl-1 – biochemical, fluorescence polarization, FITC-Bid, mouse, primary screen (AID 432) | FITC-Bid BH3 peptide fluorescence polarization displacement; higher % means a stronger effect | displacement, % at 20 µM, or IC50 in µM where a hit was titrated | actives 0.02% (n = 64,000); in the data active = a potency from the dose series; inactive = the rest, 99 in 100 with displacement below about 15%; also: strong numbers were not always called active
HT1080 cytotoxicity = cytotoxicity in HT1080 fibrosarcoma cells, cell-based, fluorescence readout (AID 620); HT1080 viability, fluorescence; higher % means a stronger effect; one-dose cytotoxicity, % at 10 µM; EC50 in µM for titrated hits; actives 0.42% (n = 87,000);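 also: cells exposed to compound overnight then 4 h with Alamar Blue; 0% = vehicle DMSO and 100% = killing control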
MK inhibit = inhibitors of Streptococcus pneumoniae mevalonate kinase. purified MK, PK/LDH-coupled NADH absorbance 340 nm. inhibition, % at 10 µM. actives 0.48% (n = 65,000). AID 555;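 active = ranked among the strongest by inhibition in the single 10 µM screen, a fixed top-ranked set picked for dose follow-up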; also: no value below 0 was filed
PMK inhibit = S. pneumoniae PMK inhibition. purified PMK, PK/LDH-coupled NADH absorbance 340 nm. inhibition, % at 10 µM. actives 0.49% (n = 65,000). AID 539;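 active = top-ranked compounds by inhibition in the single 10 µM screen, taking a fixed number of the strongest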;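 also: 0% = full reaction with DMSO carrier and 100% = background rate without enzyme reaction; no value below 0 was filed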
Alkaline phosphatase = inhibition of tissue-nonspecific alkaline phosphatase – biochemical, luminescent (AID 518); purified TNAP enzyme, luminescent substrate readout; higher % means a stronger effect; inhibition, % at 20 µM; hits with a dose series show IC50 in µM; actives 0.09% (n = 64,000); in the data active = a potency from the dose series; inactive = the rest, 99 in 100 with inhibition below about 22%;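 also: plate controls were vehicle for no effect and reference inhibitor for full effect; many of its hits are not listed in these tables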
HPDE-C7K KRASV12 = viability loss of HPDE-C7K cells – cell-based, fluorescence, HTS, primary screen (AID 431). actives 1.7% (n = 63,000). HPDE-C7K KRASV12 cells, Alamar Blue viability, 48 h; higher % means a stronger effect. cytotoxicity, % at 10 µM, or EC50 in µM where a hit was titrated;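 active = compounds whose percent cytotoxicity in the single-dose primary screen, scaled between solvent and toxic-drug controls, exceeds 50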;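 also: 0% = DMSO solvent wells and 100% = doxorubicin-treated wells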
Spn DPM-DC inh = S. pneumoniae DPM-DC inhibition. calls only at 10 µM. purified DPM-DC, PK/LDH coupled NADH fluorescence. actives 0.49% (n = 65,000);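 active = the 320 compounds with the highest percent inhibition in the single-dose primary screen, excluding strongly autofluorescent ones, cut at about 32% in these data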;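 also: kinetic rate of NADH fluorescence loss reporting ADP formed by the decarboxylase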
HPDE-C7 cytotoxicity = HPDE-C7 pancreatic duct cell viability loss – fluorescence, HTS (AID 430); HPDE-C7 pancreatic duct cells viability, fluorescence; higher % means a stronger effect; cytotoxicity, % at 10 µM, or EC50 in µM where a hit was titrated; actives 1.8% (n = 63,000);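 also: cells exposed to compound for 48 hours before viability readout; 0% = vehicle and 100% = reference cytotoxic drug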
LYP inhibition = LYP phosphatase inhibitors, primary screen, biochemical, DiFMUP fluorescence, recombinant catalytic domain, 10 µM (AID 606). 52,000 tested, under 10 active. inhibition, % at 10 µM, or IC50 in µM where a hit was titrated. recombinant LYP catalytic domain, DiFMUP fluorescence; higher % means a stronger effect;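 active = IC50 under 40 µM in the dose-response test; inactive = IC50 of 40 µM or more, or never dose-tested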
PMK inhibit pilot replicates = further read-out of PMK inhibit, marked with its call; inhibition, %; measured here: pilot screen replicates
MK inhibit pilot replicates = second read-out of MK inhibit, no call of its own (marks repeat the call); inhibition, %; measured here: pilot screen replicates
Spn DPM-DC inh pilot screen % = also measured in Spn DPM-DC inh; calls as there; inhibition, %; measured here: pilot screen trials
The depositor's hits bear a star; i = inactive; x = not tested or not shown. Rule as the data show it, unless noted: active = cytotoxicity above about 50%; inactive = the rest.

SMILES	Bfl-1 displacement	HT1080 cytotoxicity	MK inhibit	PMK inhibit	Alkaline phosphatase	HPDE-C7K KRASV12	Spn DPM-DC inh	HPDE-C7 cytotoxicity	LYP inhibition	others
COCCNC(=O)CN(C(=O)CCC(=O)Nc1cc(C)on1)c1cccc(C)c1C	-7%	-1%	6	11	8%	2%	i	-2%	x
COc1cc2nc(NC(=O)c3ccc(Cl)cc3)[nH]c(=O)c2cc1OC	-7%	1%	7	0	4%	5%	i	9%	-1%
CCOC(=O)c1cnc(SCC(=O)NCc2ccco2)nc1N	3%	-2%	0	22	4%	-19%	i	-17%	x
O=C(NCCN1CCOCC1)c1cc2ccccc2[nH]1	-2%	6%	7	4	4%	-14%	i	-2%	8%
CCC(C)N1CC23C=CC(O2)C(C(=O)OC)C3C1=O (stereo not given)	8%	x	6	6	11%	-6%	i	-9%	11%
COc1ccc(NC(=O)CSc2nnc(COc3ccccc3)n2Cc2ccco2)cc1OC	-3%	11%	10	9	9%	-18%	i	-29%	6%
O=C(CSc1nnc(-c2ccc(OC(F)F)cc2)o1)NC(=O)NCc1ccco1	4%	3%	3	8	5%	-17%	i	-7%	16%
CCn1cc(S(=O)(=O)CC(=O)Nc2ccc3c(c2)OCCO3)c2ccccc21	1%	0%	10	7	11%	4%	i	-3%	x
CCOc1ccc(-n2c(=O)c3c4c(sc3n(CC(=O)NCc3ccco3)c2=O)CCC4)cc1	-2%	-8%	1	15	17%	-7%	i	-31%	-9%
CC(C)(C)C(=O)Nc1ccccc1N1CCN(C(=O)c2ccc(Cl)cc2)CC1	-6%	-3%	8	5	2%	-2%	i	2%	7%

Ordered by length of the SMILES (highest first): 3 of the compounds above.
SMILES	Bfl-1 displacement	HT1080 cytotoxicity	MK inhibit	PMK inhibit	Alkaline phosphatase	HPDE-C7K KRASV12	Spn DPM-DC inh	HPDE-C7 cytotoxicity	LYP inhibition	others
CCn1cc(S(=O)(=O)CC(=O)Nc2ccc3c(c2)OCCO3)c2ccccc21	1%	0%	10	7	11%	4%	i	-3%	x
O=C(CSc1nnc(-c2ccc(OC(F)F)cc2)o1)NC(=O)NCc1ccco1	4%	3%	3	8	5%	-17%	i	-7%	16%
O=C(NCCN1CCOCC1)c1cc2ccccc2[nH]1	-2%	6%	7	4	4%	-14%	i	-2%	8%

Going on with the list.
SMILES	Bfl-1 displacement	HT1080 cytotoxicity	MK inhibit	PMK inhibit	Alkaline phosphatase	HPDE-C7K KRASV12	Spn DPM-DC inh	HPDE-C7 cytotoxicity	LYP inhibition	others
Cc1ccc(CNC(=O)Nc2ccccc2)cc1	-4%	-1%	1	12	17%	3%	i	5%	11%
COc1ccc(-c2nnc(SC3CCOC3=O)n2C2CCCCC2)cc1OC (stereo not given)	-4%	12%	3	6	0%	3%	i	7%	x
Cc1cc(C)nc(N2CCC(C(=O)NC3CCCCCC3)CC2)n1	1%	2%	8	15	3%	-2%	i	-16%	8%	PMK inhibit pilot replicates=0.0;MK inhibit pilot replicates=0.0;Spn DPM-DC inh pilot screen %=10
CSc1ccc(S(=O)(=O)N2CCCC2)cc1	-9%	1%	3	3	6%	-1%	i	-1%	-22%
Cc1cc(=O)oc2cc(OCC(=O)OCc3nnc(-c4ccccc4)o3)ccc12	-2%	3%	15	14	7%	-11%	i	-4%	22%	PMK inhibit pilot replicates=2.0;MK inhibit pilot replicates=4.5;Spn DPM-DC inh pilot screen %=12
Cn1nc(C(=O)Nc2c(-c3ccccc3)nc3sccn23)c2ccccc2c1=O	x	-3%	7	11	x	x	i	x	x
O=C(CCn1c(=S)[nH]c2cc3c(cc2c1=O)OCO3)N1CCN(c2ccccn2)CC1	5%	2%	2	14	13%	2%	i	-10%	8%
O=C(CSc1ncn[nH]1)c1ccccc1	-1%	-6%	10	18	11%	-14%	i	-7%	12%
CCOC(=O)C1=C(CSc2nc3c(cc2C#N)CN(C)CC3)OC(N)=C(C#N)C1c1ccccc1 (stereo not given)	14%	-3%	0	6	14%	14%	i	3%	11%
C=CCn1c(SCC(=O)Nc2cccc(OC)c2)nnc1-c1cccnc1	-2%	-3%	4	0	15%	7%	i	9%	-2%	PMK inhibit pilot replicates=4.0;MK inhibit pilot replicates=2.5;Spn DPM-DC inh pilot screen %=0.0
CC(=O)Nc1ccc(OC(=O)CC2SC(=O)NC2=O)cc1 (stereo not given)	-3%	-3%	12	0	9%	-10%	i	2%	-1%
Cc1cc(NC(=O)CCC(=O)N(CC2CCCO2)C(C(=O)NC2CCCC2)c2ccccc2C)no1 (stereo not given)	5%	0%	6	11	11%	15%	i	17%	-2%	PMK inhibit pilot replicates=6.0;MK inhibit pilot replicates=0.5;Spn DPM-DC inh pilot screen %=0.0
COc1ccccc1OCC(O)Cn1c(Br)nc2c1c(=O)[nH]c(=O)n2C (stereo not given)	-2%	6%	7	4	8%	-4%	i	3%	11%
c1ccc2c(c1)CNc1ccccc1C2	-2%	10%	8	16	5%	-4%	i	4%	8%	PMK inhibit pilot replicates=0.0;MK inhibit pilot replicates=0.0;Spn DPM-DC inh pilot screen %=0.0
COc1ccc(-n2c(-c3ccco3)n[nH]c2=S)cc1	1%	-1%	28	4	10%	-2%	i	-3%	5%
C=CCNC(=O)NC(=O)COC(=O)COc1ccc(Br)cc1F	-2%	12%	1	11	7%	-5%	i	-2%	-2%
O=S(=O)(c1ccccc1Cl)N1CCC(O)(c2ccc3c(c2)OCO3)CC1	-8%	3%	3	4	7%	19%	i	4%	x
CC1CCN(C(=O)Cn2cc3c(n2)CCCC3)CC1	11%	7%	11	12	13%	3%	i	-5%	2%	PMK inhibit pilot replicates=0.0;MK inhibit pilot replicates=4.5;Spn DPM-DC inh pilot screen %=2.5
O=C(CN(Cc1ccccc1Cl)C(=O)c1ccc(CN2CCOCC2)o1)NCc1ccccc1	-4%	-7%	6	6	4%	0%	i	8%	x
Cc1ccc2nc(NCc3ccccc3)[nH]c2c1	-4%	63%*	5	0	2%	85%*	i	70%*	-2%
N#CC1=C(N)NC(SCC(=O)Nc2ccccc2)=C(C#N)C12CCCC2	-10%	x	8	1	14%	0%	i	2%	3%
NC(=O)C1(N2CCCCC2)CCN(C(=O)CCCn2c(=O)[nH]c3ccsc3c2=O)CC1	-1%	1%	8	5	15%	0%	i	-10%	-5%
COc1ccc2c(C(=O)CN(C)C3CCCCC3)c[nH]c2c1	-14%	4%	9	9	17%	14%	i	13%	13%	PMK inhibit pilot replicates=2.0;MK inhibit pilot replicates=0.5;Spn DPM-DC inh pilot screen %=2.0
COc1ccc2cnn(CCOc3ccccc3)c(=O)c2c1OC	-3%	2%	4	11	6%	-3%	i	4%	x
COCCn1nnnc1C(C(C)C)N1CCN(C(=O)c2ccco2)CC1 (stereo not given)	-2%	3%	9	9	12%	-10%	i	-9%	2%	PMK inhibit pilot replicates=0.0;MK inhibit pilot replicates=4.0;Spn DPM-DC inh pilot screen %=0.0
Cn1c(=O)n(CCC(=O)O)c2ccccc21	-14%	2%	0	6	14%	5%	i	-6%	10%	PMK inhibit pilot replicates=3.5;MK inhibit pilot replicates=1.0;Spn DPM-DC inh pilot screen %=5.0
O=C1NC(=O)C(CC(=O)N(Cc2ccco2)C2(C(=O)NC3CCCCC3)CCCCC2)N1 (stereo not given)	-18%	-8%	11	5	3%	-14%	i	-42%	x
CCOc1ccccc1C1CC(=O)Nc2cc3c(cc21)OCO3 (stereo not given)	-2%	67%*	1	17	10%	56%*	i	60%*	1%	PMK inhibit pilot replicates=4.5;MK inhibit pilot replicates=0.0;Spn DPM-DC inh pilot screen %=1.5
CCN1CCN(P2(=O)C=C(c3ccccc3)OC(c3ccccc3)=C2)CC1	-3%	8%	0	12	8%	-6%	i	-6%	1%
CCOC(=O)N1CCC(n2c(SCC(=O)NCc3ccco3)nc3ccsc3c2=O)CC1	11%	9%	3	0	13%	-17%	i	-40%	14%	PMK inhibit pilot replicates=3.0;MK inhibit pilot replicates=1.0;Spn DPM-DC inh pilot screen %=2.5

7 records drawn at random from those above:
SMILES	Bfl-1 displacement	HT1080 cytotoxicity	MK inhibit	PMK inhibit	Alkaline phosphatase	HPDE-C7K KRASV12	Spn DPM-DC inh	HPDE-C7 cytotoxicity	LYP inhibition	others
COc1ccc2cnn(CCOc3ccccc3)c(=O)c2c1OC	-3%	2%	4	11	6%	-3%	i	4%	x
CCN1CCN(P2(=O)C=C(c3ccccc3)OC(c3ccccc3)=C2)CC1	-3%	8%	0	12	8%	-6%	i	-6%	1%
CCOc1ccccc1C1CC(=O)Nc2cc3c(cc21)OCO3 (stereo not given)	-2%	67%*	1	17	10%	56%*	i	60%*	1%	PMK inhibit pilot replicates=4.5;MK inhibit pilot replicates=0.0;Spn DPM-DC inh pilot screen %=1.5
COc1ccc2c(C(=O)CN(C)C3CCCCC3)c[nH]c2c1	-14%	4%	9	9	17%	14%	i	13%	13%	PMK inhibit pilot replicates=2.0;MK inhibit pilot replicates=0.5;Spn DPM-DC inh pilot screen %=2.0
N#CC1=C(N)NC(SCC(=O)Nc2ccccc2)=C(C#N)C12CCCC2	-10%	x	8	1	14%	0%	i	2%	3%
NC(=O)C1(N2CCCCC2)CCN(C(=O)CCCn2c(=O)[nH]c3ccsc3c2=O)CC1	-1%	1%	8	5	15%	0%	i	-10%	-5%
COCCn1nnnc1C(C(C)C)N1CCN(C(=O)c2ccco2)CC1 (stereo not given)	-2%	3%	9	9	12%	-10%	i	-9%	2%	PMK inhibit pilot replicates=0.0;MK inhibit pilot replicates=4.0;Spn DPM-DC inh pilot screen %=0.0

Next section
SMILES	Bfl-1 displacement	HT1080 cytotoxicity	MK inhibit	PMK inhibit	Alkaline phosphatase	HPDE-C7K KRASV12	Spn DPM-DC inh	HPDE-C7 cytotoxicity	LYP inhibition	others
CNS(=O)(=O)c1cc(OC)ccc1OC	-9%	4%	0	5	2%	-17%	i	2%	10%
O=C(NCc1ccccc1)C1CCN(S(=O)(=O)N2CCOCC2)CC1	5%	-1%	0	22	5%	-2%	i	-9%	8%
COc1ccc(C2C3=C(CC(C)(C)CC3=O)Nc3c2c(=O)[nH]c(=O)n3Cc2ccccc2)cc1 (stereo not given)	2%	4%	6	12	-48%	0%	i	-5%	-3%
Cc1cc(C)n(-c2cc(N3CCOCC3)ncn2)n1	-2%	-4%	7	0	10%	-7%	i	4%	-12%	PMK inhibit pilot replicates=4.0;MK inhibit pilot replicates=0.0;Spn DPM-DC inh pilot screen %=0.5
CC1(C)CC(=O)C(Sc2nnc(-c3ccc(O)cc3)n2CC2CCCO2)C(=O)C1 (stereo not given)	1%	3%	7	9	6%	-24%	i	-15%	x
COC(=O)[C@@H](NC(=O)N1CCN(c2cccc(C(F)(F)F)c2)CC1)C(C)C	4%	-1%	14	30*	9%	-27%	i	-16%	x
Cc1ccc(OC(=O)C(F)(F)F)c2c1NCCC2	1%	26%	10	2	7%	-4%	i	-6%	x
CCn1c(N2CCC(Cc3ccccc3)CC2)nc2c1c(=O)[nH]c(=O)n2C	7%	8%	13	9	1%	34%	i	-26%	5%
Cc1ccc2c(c1)nnn2C1CCN(S(=O)(=O)c2ccc(C(=O)N(C)C)cc2)CC1	4%	-4%	5	10	13%	2%	i	-9%	11%

Screening results as filed in PubChem BioAssay.
